# Screens: PubChem, several laboratories
# BoNT-A LC inh2 = BoNT A light chain protease inhibition; multiplex microsphere protease substrate cleavage, flow cytometry; inhibition, % at 10 µM; actives 0.17% (n = 360,000); also: plate controls were buffer without enzyme for full effect and enzyme alone for no effect
# DUSP3 inh = DUSP3 (human) phosphatase inhibition; recombinant VHR phosphatase, pNPP absorbance; actives 0.52% (n = 290,000); P51452; inhibition, % at 13.3 µM; in the data active = inhibition above about 50%; also: some compounds called inactive have numbers as strong as hits
# Target sequence (P51452 whole entry, looked up): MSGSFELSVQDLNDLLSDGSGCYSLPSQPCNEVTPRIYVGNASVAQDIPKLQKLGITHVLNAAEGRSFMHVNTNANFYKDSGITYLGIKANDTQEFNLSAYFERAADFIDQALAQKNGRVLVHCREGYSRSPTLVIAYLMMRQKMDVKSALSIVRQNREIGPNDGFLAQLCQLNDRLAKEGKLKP
# CCHF vOTU inh = CCHFV vOTU protease inhibition. Pep-AMC fluorescence. inhibition, % at 11.5 µM. actives 0.55% (n = 370,000). AID 651958; in the data active = inhibition above about 30%; also: 0% = vehicle wells with enzyme and 100% = no enzyme wells
# SSB-PriA inh = K. pneumoniae PriA-SSBct interaction inhibition | AlphaScreen SSBct-PriA binding, biotinylated peptide | inhibition, % at 33 µM | actives 0.6% (n = 430,000) | AID 1272365; in the data active = inhibition mostly above about 37%, no sharp cut-off; inactive = mostly below about 20%;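 also: plate controls were negative control peptide for no effect and reference peptide for full effect; strong numbers were not always called active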
# BoNT-F LC inh = BoNT F light chain protease inhibition; Multiplex microsphere protease cleavage assay, flow cytometry; inhibition, % at 10 µM; actives 0.22% (n = 360,000); AID 588497; in the data active = inhibition above about 35%, passing the limit was not always enough; inconclusive = no clear call, values can overlap the other calls; also: plate controls were buffer without enzyme for full effect and enzyme alone for no effect
# Rv3671c protease = Rv3671c (M. tuberculosis) protease inhibition | inhibition, % at 5.96 µM | P9WHR9 | actives 0.048% (n = 320,000); in the data active = inhibition above about 38%;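 also: extracellular domain of Rv3671c used as enzyme; 0% = enzyme with DMSO and 100% = no enzyme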
# Target sequence (P9WHR9 whole entry, looked up, the tested form may be a part): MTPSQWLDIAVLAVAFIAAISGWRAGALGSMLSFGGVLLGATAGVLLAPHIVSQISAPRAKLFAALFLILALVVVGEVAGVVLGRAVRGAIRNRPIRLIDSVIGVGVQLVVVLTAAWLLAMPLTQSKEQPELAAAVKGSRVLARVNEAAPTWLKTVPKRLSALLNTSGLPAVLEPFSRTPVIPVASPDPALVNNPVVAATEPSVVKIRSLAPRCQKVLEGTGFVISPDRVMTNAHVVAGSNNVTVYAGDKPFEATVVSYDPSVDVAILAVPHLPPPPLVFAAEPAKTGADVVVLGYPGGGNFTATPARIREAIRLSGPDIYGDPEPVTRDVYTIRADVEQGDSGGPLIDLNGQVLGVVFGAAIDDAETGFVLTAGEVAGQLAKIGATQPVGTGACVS
# MazEF act = activators of E. coli MazEF toxin-antitoxin RNase; P0AE70; FAM/BHQ RNA-DNA oligo cleavage fluorescence, 5 h; activation, % at 20 µM; actives 0.32% (n = 350,000); AID 504720; in the data active = activation above about 50%
# Target sequence (P0AE70 whole entry, looked up): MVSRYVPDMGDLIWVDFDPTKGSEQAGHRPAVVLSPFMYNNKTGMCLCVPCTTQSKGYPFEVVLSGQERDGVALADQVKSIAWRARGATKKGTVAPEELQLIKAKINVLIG
# PrPC surface inh = cell surface PrPC inhibition, primary TR-FRET screen | inhibition, % at 13.8 µM | P04156 | TR-FRET read-out | actives 0.43% (n = 370,000); in the data active = inhibition above about 24%; also: 0% = median of the test wells and 100% = reference compound wells
# SARS 3CLpro inh = SARS-CoV 3CLpro protease inhibition. recombinant SARS-CoV 3CLpro, quenched FRET peptide cleavage. P0C6X7. AID 1706. inhibition, % at 6 µM. actives 0.14% (n = 290,000); in the data active = inhibition above about 12%
# Anthrax LF inh2 = anthrax lethal factor protease inhibition. P15917. multiplex microsphere protease cleavage assay, LF. inhibition, % at 10 µM. actives 0.12% (n = 360,000); also: plate controls were buffer without enzyme for full effect and enzyme alone for no effect
# The depositor's hits bear a star; ? = inconclusive; . = no result given. Rule as the data show it, unless noted: active = inhibition above about 30%; inconclusive = no clear call, values can overlap the other calls; inactive = below that. Only part of the results is shown (hit frequency here may not be typical).
1. CCC(CC)NC(=O)CCc1nc2ccccc2c(=O)[nH]1
2. O=[N+]([O-])c1ccc(CSc2ccc(S(=O)(=O)N3CCOCC3)cn2)cc1
3. O=C(O)C1CC=CCC1C(=O)NNS(=O)(=O)c1ccccc1 (centres undefined)
4. COc1cccc(C(=O)Nc2ccc(NC(=O)C(C)(C)C)cn2)c1
5. Cc1ccc(S(=O)(=O)NC(=NC2CCCCC2)c2ccc(Cl)cc2)cc1
6. COc1ccccc1N1C(=O)c2ccc(C(=O)Nc3ccc(C(=O)O)cc3)cc2C1=O
7. CCOC(=O)CCN(Cc1ccccc1)S(=O)(=O)c1csc(C(N)=O)c1
8. COc1cc(CN(C)C(C)C(=O)Nc2ccc([N+](=O)[O-])cc2Cl)ccc1OC(F)F (centres undefined)

entry no.,1,2,3,4,5,6,7,8
BoNT-A LC inh2,0.2,0.8,1.6,-0.1,-3.4,-0.1,-1.1,0.0
DUSP3 inh,51.4*,.,-1.4,6.1,8.0,8.6,25.3,-8.2
CCHF vOTU inh,-9.4,-9.2,10.1,4.5,.,-10.9,17.6,-7.9
SSB-PriA inh,-0.1,12.6,1.8,-5.5,1.1,-4.6,-17.8,5.1
BoNT-F LC inh,-1.6,?,-5.9,1.2,-10.7,-6.0,-0.3,-6.5
Rv3671c protease,0.3,.,2.1,-3.1,-8.9,0.6,0.6,3.6
MazEF act,3.0,-3.4,5.2,5.8,11.0,4.4,0.4,5.1
PrPC surface inh,5.2,-4.8,3.4,1.2,.,3.5,-4.2,2.8
SARS 3CLpro inh,-2.9,.,-0.9,-8.2,-5.1,2.3,5.9,4.1
Anthrax LF inh2,-5.6,-3.4,-11.8,-3.4,9.1,14.4,-2.9,-0.6

9. CCn1c(=O)cc(N2CCOCC2)[nH]c1=O
10. O=C(NC(NC(=S)Nc1ccccc1C(=O)O)C(Cl)(Cl)Cl)c1cccc([N+](=O)[O-])c1 (centres undefined)
11. CC(C)c1ccccc1OS(N)(=O)=O
12. NC(=O)c1ccsc1NC(=O)CCS(=O)(=O)c1ccc(Cl)cc1
13. O=C1NC(=S)NC(=O)C1C1CCCCC1
14. COc1ccc(C2CC(=O)Oc3cc(OC)ccc32)cc1 (centres undefined)
15. CC(C)(C)OC(=O)N1CCN(C(=O)c2[nH]cnc2C(=O)NCc2ccccc2)CC1
16. O=C(Nc1ccc2[nH]ncc2c1)c1ccccc1

entry no.,9,10,11,12,13,14,15,16
BoNT-A LC inh2,0.1,0.3,0.0,-0.1,-1.1,0.3,0.5,2.2
DUSP3 inh,29.1,10.6,12.7,.,-30.4,.,.,7.4
CCHF vOTU inh,3.3,5.0,8.6,-8.7,0.4,-2.8,-4.2,-7.6
SSB-PriA inh,4.6,0.5,-8.2,-6.5,-14.2,-22.3,-1.1,-6.1
BoNT-F LC inh,2.2,6.6,8.0,-1.4,11.2,-3.0,-11.5,-8.2
Rv3671c protease,1.0,-11.4,-4.8,.,-9.9,.,5.0,1.9
MazEF act,-3.7,-0.3,3.9,0.5,5.2,6.0,7.0,9.5
PrPC surface inh,-0.1,-17.1,2.0,-4.0,-1.7,-9.4,2.5,2.7
SARS 3CLpro inh,-2.1,5.0,-3.0,.,-0.5,.,.,-2.6
Anthrax LF inh2,0.1,6.8,2.2,-1.5,-11.3,2.9,3.3,-1.3

17. COc1ccccc1NC(=O)N(Cc1cc2cc(OC)c(OC)cc2[nH]c1=O)CC1CCCO1 (centres undefined)
18. COc1ccc(COc2ccc3ccc(=O)oc3c2)cc1
19. Cc1oc2c(c1C(=O)N1CCOCC1)C(=O)c1ccccc1C2=O
20. CCc1ccc(-c2cc(C)no2)cc1S(=O)(=O)Nc1cc(C)on1
21. Cc1cc(NC(=O)C2C3C=CC(C3)C2C(=O)O)no1 (centres undefined)
22. CC(C)c1ccc(/C=C(\NC(=O)c2ccccc2)C(=O)NCCN2CCOCC2)cc1
23. CN1CCN(c2ccccc2NC(=O)c2ccc(N3CCCC3)c([N+](=O)[O-])c2)CC1
24. CC1=C(C(=O)OCc2ccccc2)C(c2ccc(Cl)cc2Cl)NC(=O)N1CCCCCC(=O)O (centres undefined)

entry no.,17,18,19,20,21,22,23,24
BoNT-A LC inh2,0.6,-1.2,0.6,0.4,0.3,-0.5,1.2,.
DUSP3 inh,10.5,14.6,-4.3,-3.0,25.4,30.4,13.6,8.6
CCHF vOTU inh,6.0,2.7,70.8*,18.4,-6.9,-8.4,-6.3,.
SSB-PriA inh,-4.8,-9.8,-0.1,-2.4,-10.5,.,26.9,0.1
BoNT-F LC inh,0.0,7.2,-0.3,0.8,10.9,-7.7,-29.4,.
Rv3671c protease,4.3,4.0,-13.1,3.7,5.0,-3.2,-4.2,-4.4
MazEF act,-10.3,-0.4,10.6,3.2,3.1,.,3.5,3.3
PrPC surface inh,5.2,8.2,-39.8,4.6,-0.3,0.1,-10.2,.
SARS 3CLpro inh,1.1,0.2,6.9,1.6,-3.0,-0.7,2.6,6.1
Anthrax LF inh2,-5.9,5.6,2.1,-1.0,1.6,-1.5,-11.1,.

25. CCOC(=O)C1SC2(C(F)(F)F)CC1(O)c1c(C)cc(C)nc1O2 (centres undefined)
26. O=C(c1ccc(NS(=O)(=O)c2cccs2)cc1)N1CCOCC1
27. CC(C)(C)c1cc2nc(NCc3cccc(Cl)c3)ccn2n1
28. CCOC(CCNC(=O)c1cc2c(=O)[nH]c3ccccc3c2s1)OCC
29. COc1ccc(Cl)cc1NC(=O)CN(C)C(=O)c1cn2ccccc2n1
30. CCOC(=O)C(Cc1ccccc1)NC(=O)CCc1nnc2ccc(N3CCCC3)nn12 (centres undefined)
31. CCCC(C(=O)NC1CCCC1)N(C(=O)Cn1nnc(-c2ccc(C)o2)n1)c1ccccc1OC (centres undefined)
32. CCOC(=O)N1CCN(C(=O)COC(=O)C2CCN(S(=O)(=O)c3c(C)c(C)cc(C)c3C)CC2)CC1

entry no.,25,26,27,28,29,30,31,32
BoNT-A LC inh2,-0.8,0.5,0.0,2.7,0.8,-0.3,15.0,-0.4
DUSP3 inh,9.9,-9.4,.,2.4,.,-7.2,-6.5,.
CCHF vOTU inh,15.1,-4.1,15.9,-11.0,-12.1,8.3,.,0.6
SSB-PriA inh,-0.8,-5.6,.,5.0,4.1,10.7,-2.3,11.1
BoNT-F LC inh,-11.0,9.2,-1.5,?,-6.5,-2.0,15.2,4.3
Rv3671c protease,-5.3,3.0,.,-6.1,-10.5,1.5,8.8,10.7
MazEF act,-7.0,-1.5,.,12.2,9.1,2.6,6.5,2.9
PrPC surface inh,2.8,7.3,-6.0,-6.7,3.8,-5.8,.,6.5
SARS 3CLpro inh,-1.8,-3.3,.,-2.9,.,-4.3,4.1,.
Anthrax LF inh2,-5.1,4.8,1.4,3.6,-0.9,-1.6,-20.4,0.8

33. N#Cc1ccc(-c2ccc(OCC(O)Cn3nnc4ccccc43)cc2)cc1 (centres undefined)
34. Clc1ccccc1-c1nnc2sc(-c3ccncc3)nn12
35. CCCC#Cc1ccc2c(c1)O[C@H](CN(C)C(=O)CC1CC1)[C@H](C)CN([C@@H](C)CO)S2(=O)=O
36. Cc1ccc(-n2ncc3c(=O)n(CC(=O)NCc4ccco4)cnc32)cc1C
37. COc1cc2c(cc1NC(=O)CSc1nnnn1-c1ccccc1)oc1ccccc12
38. O=C(COC(=O)c1ccc(OC(F)F)cc1)NC(=O)NC1CCCC1
39. COc1cc(/C=N/NC(=S)Nc2cccc(S(=O)(=O)N(C)C)c2)ccc1O
40. CCn1c(O)c(C2=NCCCC2)c2ccccc21

entry no.,33,34,35,36,37,38,39,40
BoNT-A LC inh2,0.2,0.3,-0.1,-0.6,-0.4,-0.4,0.9,1.9
DUSP3 inh,16.3,29.2,.,-13.1,28.6,.,1.0,15.3
CCHF vOTU inh,2.7,-0.6,7.9,22.5,1.1,25.5,-0.9,6.4
SSB-PriA inh,-5.0,-3.7,.,-10.2,-7.5,5.8,.,6.1
BoNT-F LC inh,-6.6,9.7,1.2,-5.5,3.1,-4.4,-3.2,6.8
Rv3671c protease,-3.7,-8.1,.,-4.8,3.6,-10.6,3.8,9.4
MazEF act,7.1,7.8,8.1,-10.2,-4.3,1.0,11.0,-0.1
PrPC surface inh,8.5,-4.6,-10.4,1.7,-0.7,-3.7,2.8,2.5
SARS 3CLpro inh,0.0,-0.3,.,2.7,0.6,.,2.1,-0.2
Anthrax LF inh2,0.8,-6.5,-3.5,0.4,0.7,-4.0,-0.2,-2.6

41. CCCCN(CCCC)CC(O)CN1C(=O)NC(C)(C)C1=O (centres undefined)
42. COc1ccc(/C(N)=N/OC(=O)c2cccc([N+](=O)[O-])c2)cc1
43. COc1ccc(OC)c(-c2cc(C(=O)Nc3cccc(Cl)c3)no2)c1
44. Cc1ccc(C(=O)c2c(NC(=O)CSc3nnc(N)s3)sc3c2CCCC3)cc1
45. Oc1ccc(/C=N\Nc2cc(N3CCOCC3)nc(N3CCOCC3)n2)c(O)c1
46. CCNC(=O)C1CCCN(Cc2ccc(OCc3ccccc3)cc2)CC1 (centres undefined)
47. O=C(Nc1cccc([N+](=O)[O-])c1)N(c1ccccc1)c1ccccc1
48. COc1ccc(N(C(=O)C2CCCCC2)C2C=CS(=O)(=O)C2)c(OC)c1 (centres undefined)

entry no.,41,42,43,44,45,46,47,48
BoNT-A LC inh2,-0.6,-0.9,-0.9,0.5,-0.9,-0.5,0.6,1.2
DUSP3 inh,22.9,14.0,3.8,-7.2,-2.2,.,.,6.1
CCHF vOTU inh,7.1,-3.6,-4.7,18.5,42.1*,5.5,18.1,2.8
SSB-PriA inh,-8.4,.,-29.0,4.9,.,.,-12.5,0.6
BoNT-F LC inh,2.6,-6.0,-10.1,-9.5,-12.3,-15.0,-3.5,12.4
Rv3671c protease,4.5,-2.1,2.3,-8.3,-15.1,.,.,-6.8
MazEF act,3.0,2.1,-18.5,-2.7,2.1,.,8.1,-5.0
PrPC surface inh,3.0,-0.4,1.2,9.1,-0.1,6.0,-7.5,0.0
SARS 3CLpro inh,2.7,-2.3,-6.7,1.5,-0.4,.,.,1.1
Anthrax LF inh2,-3.1,-0.5,-1.4,-5.7,-2.0,-0.5,3.9,9.5

49. CCN(CC)S(=O)(=O)c1ccc(N2CCOCC2)c(NC(=O)c2ccc3ccccc3c2)c1
50. Cc1ccc(S(=O)(=O)N2[C@@H](c3ccc(Br)cc3)C(C(=O)O)=C[C@H]2CC2CCCC2)cc1
51. CCN(CC)C(=O)c1c(C)nc2ccccn12
52. O=C(Nc1ccc(N2CCOCC2)c2nonc12)C1CCCC1
53. COc1ccc(C(=O)O)cc1S(N)(=O)=O
54. Cc1ccccc1N1C(N)=NC(N)=NC1(C)C
55. COc1cc2c3c(c1)/C(=C1/SC(NC(C)=O)=NC1=O)C(=O)N3C(C)(C)C=C2C

entry no.,49,50,51,52,53,54,55
BoNT-A LC inh2,0.3,0.1,-1.0,1.3,-1.0,0.5,-0.2
DUSP3 inh,1.7,.,14.5,4.7,-12.8,-3.9,2.9
CCHF vOTU inh,0.7,34.2*,.,9.2,-17.5,3.1,9.0
SSB-PriA inh,-10.3,-1.0,-12.6,-4.9,-3.4,-13.8,-20.6
BoNT-F LC inh,3.8,3.9,-18.0,?,-7.2,1.2,10.3
Rv3671c protease,-7.0,-13.6,-2.0,-1.9,1.1,10.2,9.6
MazEF act,-3.2,0.1,13.5,5.8,-14.9,8.5,3.6
PrPC surface inh,6.4,-0.8,.,-21.9,5.7,-5.4,-0.7
SARS 3CLpro inh,-3.4,.,-3.0,-1.5,-2.0,-2.7,3.4
Anthrax LF inh2,-1.3,4.3,-4.3,-4.5,3.1,0.4,-4.3
